S3 lipid droplet: qHTS Assay for Lipid Storage Modulators in Drosophila S3 Cells; AID 2685; Potency in µM for hits, for the others lipid storage change, negative = inhibition, % at the top dose, mostly 46.1 µM; actives 0.64% (n = 320,000); Drosophila S3 cells, BODIPY lipid droplet fluorescence, 18-24 h; cells fed with added oleic acid; active = well fitted inhibition curve with a large enough effect in the signal ratio, with a control signal flat, not every such curve was filed as active; inconclusive = small, poorly fitted or top-dose-only effect, or effect the other way, or a change in a side signal; the % refers to the signal ratio
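Drosophila S3 cells got compounds at several concentrations plus oleic acid (400 uM solution). Laser-scanning cytometry with 488 nm excitation read lipid droplets at 500-530 nm and cells at 575-640 nm. Percent activity was relative to 20 uM Triacsin C.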
S3 lipid droplet cell count max: further read-out of S3 lipid droplet, marked with its call; cell number change, %; measured here: cell count max response;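 cells counted by Cell Tracker Red CMTPX staining in the red channel; peak over a dose series mostly up to 46.1 µM; percent activity relative to internal control wells on each plate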
* = called active by the depositor; i = inactive; ? = inconclusive; . = not tested or not shown. % is scaled to controls: 0 for no effect and ±100 for the full control effect; potency is read from the fitted curve at half-maximal effect.

SMILES	S3 lipid droplet	S3 lipid droplet cell count max
CCC(C)NC(C(=O)Nc1ccc(Cl)c([N+](=O)[O-])c1)c1ccccc1 (stereo unspecified)	17%	5
COc1ccc2c(c1)C=C(CN1CCN(C(C)C)C(CCO)C1)CO2 (stereo unspecified)	0%	24
N/C(=N/O)c1ccccc1N1CCC(Cc2ccccc2)CC1	8%	16
COC(=O)c1ccc(C2CC(=O)Nc3cc(OC)c(OC)cc32)cc1 (stereo unspecified)	26%	-13
CCOCCCn1c(SCC(=O)Nc2ccc3[nH]c(=O)[nH]c3c2)nc2ccccc2c1=O	24%	22
Cc1cccc(C(=O)NCC(=O)OCC(=O)c2cc(C)n(CC3CCCO3)c2C)c1 (stereo unspecified)	?	.
CCN(Cc1nc(-c2cccc(C)c2)no1)C(=O)c1ccco1	?	.
CC(C)(C)C(=O)NCCc1nc2ccccc2n1CC(=O)c1ccccc1	17%	-5
COc1ccccc1NC(=O)CCN1C(=O)C2C3CCC(C3)C2C1=O (stereo unspecified)	?	.
Cc1c(N(C(=O)Nc2ccccc2)C2=NCC(C)S2)c(=O)n(-c2ccccc2)n1C (stereo unspecified)	?	.
CCC1=NN2C(=N)/C(=C\c3ccc(SCc4ccco4)o3)C(=O)N=C2S1	?	.
O=C(CSc1nc(=O)n(CCCN2CCOCC2)c2c1CCC2)Nc1ccccc1F	i	.
Cc1ccc(C(OCC(O)CNC(CO)C(O)c2ccc([N+](=O)[O-])cc2)c2ccccc2)cc1 (stereo unspecified)	?	.
CC(Sc1nnc2ccccn12)C(N)=O (stereo unspecified)	?	.
CC(C)NC(=O)C1CCN(C2CCN(Cc3ccc4cccc(F)c4n3)CC2)CC1	?	.
CCN(Cc1ccccc1)C(=O)COC(=O)c1cc(Cl)nc(Cl)c1	?	.
COC(=O)C1=C(CS(=O)(=O)c2ccc(Cl)cc2)NC(=O)NC1c1ccc(O)c(OC)c1 (stereo unspecified)	i	.
CC(=O)N(c1ccc2oc(=O)sc2c1)S(=O)(=O)c1ccccc1	0%	-15
CCCn1nnnc1SCC(=O)NCc1cccs1	?	.
CNC(=O)C(=O)NCC1OCCN1S(=O)(=O)c1ccc(OC)c(OC)c1 (stereo unspecified)	?	.

Nothing new here: entries from further up.
SMILES	S3 lipid droplet	S3 lipid droplet cell count max
Cc1ccc(C(OCC(O)CNC(CO)C(O)c2ccc([N+](=O)[O-])cc2)c2ccccc2)cc1 (stereo unspecified)	?	.
CC(Sc1nnc2ccccn12)C(N)=O (stereo unspecified)	?	.

Following part.
SMILES	S3 lipid droplet	S3 lipid droplet cell count max
O=C(c1ccco1)[C@@H]1[C@@H]2C(=O)N(c3ccc(Br)cc3)C(=O)[C@@H]2C2c3ccccc3C=CN21 (stereo partly specified)	-2%	3
COc1ccccc1C1C(C(=O)c2cc3ccccc3o2)=C(O)C(=O)N1CCN(C)C (stereo unspecified)	?	.
COc1ccccc1NC(=S)NC(=O)CCCOc1ccc(Cl)cc1Cl	?	.
CC(Cl)C(=O)Nc1ccccc1C#N (stereo unspecified)	?	.
Cn1c(=O)n(CCc2ccccc2)c(=O)c2c1nc1n2CCN1Cc1ccco1	?	.
CCC(C(=O)OCC(=O)Nc1cccc(S(=O)(=O)NC2=NCCCCC2)c1)c1ccccc1 (stereo unspecified)	?	.
COc1ccc(-c2oc3cc(OC)c(O)c(OC)c3c(=O)c2OC)cc1O	-23%	-10
CCCn1c2ccccc2c2nnc(SCCN3CCOCC3)nc21	?	.
Cc1ccc(C)c(NC(=O)/C(C#N)=C/c2ccc[nH]2)c1	i	-12
O=C1c2ccccc2C(=O)C1c1ccc(Cl)cc1	-2%	-2
C=CCn1c(NC(=O)c2ccccc2Cl)c(C#N)c2nc3ccccc3nc21	?	.
CCOCC(=O)Nc1nc2ccc(C)cc2s1	5%	1
CC(C)c1cc(C(=O)N/N=C/C=C/c2ccccc2)n[nH]1	-5%	-16
COC(=O)C1=C(C)N(c2cccc(OC)c2)C(=O)/C1=C\c1ccco1	?	.
N#CCc1nc2ccc(S(=O)(=O)N3CCOCC3)cc2s1	-25%	-1
COc1ccc2c(c1OC)C(=O)N(c1ccc(F)cc1)C2	?	.
Cc1cccc(Nc2c(F)c(F)c(F)c(F)c2C(=O)O)c1	-4%	3
Cc1cc(/C=C(/C#N)c2nc3ccccc3[nH]2)c(C)n1-c1cccc([N+](=O)[O-])c1	-7%	1
NC(=O)CSc1nnc(-c2ccc([N+](=O)[O-])cc2)o1	?	.
Cc1cc2cc(CNC(=O)c3ccc(S(=O)(=O)N4CCOCC4)cc3)ccc2n1C	?	.
Cc1cc(C)c2c(N)c(C(=O)N3CCCCCC3)sc2n1	?	.
COc1cc(OC)cc(C(=O)NCC(=O)OCc2cc(=O)oc3cc(OC)ccc23)c1	-11%	2
COc1ccc(CNC(=O)c2sc3nc4c(c(C(F)(F)F)c3c2N)CCC4)cc1	?	.
COCC(C)NC(=O)c1noc2c1CCc1cc(OC)ccc1-2 (stereo unspecified)	?	.
O=C(C1CCN(S(=O)(=O)c2cccs2)CC1)N1CCN(Cc2ccccc2)CC1	?	.
CC(C)(C)OC(=O)NC1CC2CCCC(C1)N2Cc1ccccc1 (stereo unspecified)	?	.
CCc1ccccc1NC(=O)CN1CCN(C(=O)c2ccc(OCc3cn4ccccc4n3)cc2)CC1	?	.
Cc1ccc(O)c(Nc2ncnc3ccccc23)c1	-6%	7
O=C(O)c1cc(S(=O)(=O)NC2CCCc3ccccc32)ccc1O (stereo unspecified)	-15%	21
Cc1nc(CSc2ccc(Br)cc2)cs1	6%	6
O=[N+]([O-])c1ccc2c(c1)C=C1CCCCC1(N1CCCCC1)O2 (stereo unspecified)	0%	-2
O=S(=O)(c1ccc(-c2n[nH]c(=S)o2)cc1)N1CCCCC1	?	.
CCOc1ccc(CCNC(=O)c2ccc(CS(=O)Cc3ccc(Cl)cc3)o2)cc1 (stereo unspecified)	?	.
Cc1cccc(C)c1NC(=O)CSc1nnc(-c2ccoc2C)n1CCc1ccccc1	?	.
COc1ccc(OC)c(N(CC(=O)N2CCCC2)S(C)(=O)=O)c1	-2%	2
O=C(NCCc1c[nH]c2ccccc12)C1CCN(S(=O)(=O)c2ccc(F)cc2)CC1	13%	20
CCCNC(=O)C(Sc1ccccc1)c1ccccc1 (stereo unspecified)	?	.
CCOC(=O)C1=C(C)NC2=C(C(=O)c3ccccc32)C1c1cccnc1 (stereo unspecified)	?	.
CCCC(CCC)C(=O)NNc1cc(=O)c2c(=O)n(C)c(=O)n(C)c2[nH]1	?	.
Nc1nc(SCC(=O)N2CCN(c3ccccc3)CC2)n[nH]1	12%	7

Part of the list above, with two lines to a compound.
Value order – S3 lipid droplet	S3 lipid droplet cell count max
> COc1ccccc1NC(=S)NC(=O)CCCOc1ccc(Cl)cc1Cl
  ?	.
> Cc1cccc(Nc2c(F)c(F)c(F)c(F)c2C(=O)O)c1
  -4%	3
> N#CCc1nc2ccc(S(=O)(=O)N3CCOCC3)cc2s1
  -25%	-1

Next structures follow.
SMILES	S3 lipid droplet	S3 lipid droplet cell count max
O=C(COc1cccnc1[N+](=O)[O-])N1N=C(c2ccc(Cl)cc2)CC1c1ccco1 (stereo unspecified)	4%	-18
Cc1nc(SCC(=O)O)c(C#N)c2c1CCCC2	15%	7
CN(Cc1cccs1)C(=O)CSc1nnnn1C	?	.
Cc1c(C(=O)N2c3ccccc3CC2C)oc2ccccc12 (stereo unspecified)	?	.
Cc1ccc(C)c(S(=O)(=O)N2CCN(C(=O)CCC(=O)c3cc(C)sc3C)CC2)c1	?	.
O=C(NCc1ccco1)C(=O)NCC1OCCCN1S(=O)(=O)c1ccc(F)cc1 (stereo unspecified)	5%	5
COc1cc(OC)cc(C(=O)OCC(=O)NC(C)CCc2ccccc2)c1 (stereo unspecified)	?	.
COc1ccc(CNC(=O)CN(CCC(C)C)S(=O)(=O)c2ccc3c(c2)OCCO3)cc1	-21%	7
CCCCCC(=O)NNC(=O)c1ccc(-c2ccccc2)cc1	?	.
COc1ccc(N2CCN(C3CCCN(C(=O)CSC)C3)CC2)cc1 (stereo unspecified)	?	.
CCC[C@H]1COCCS(=O)(=O)N1Cc1ccccc1F	-2%	13
CCN(CC)Cc1c(O)c(Cl)cc2c3c(c(=O)oc12)CCCC3	-1%	-22
CS(=O)(=O)c1ccc(NS(=O)(=O)c2ccc3ccccc3c2)cc1	9%	5
COC(=O)CSc1cc(C(=O)c2nccn2C)c2ccccc2n1	3%	3
Cc1ccc(-c2cc(C(=O)N(C)CC(=O)Nc3ccccc3Br)c3ccccc3n2)o1	i	.
c1ccc(C2Nc3ccccc3-c3nc4ccccc4n32)cc1 (stereo unspecified)	?	.
NS(=O)(=O)c1ccc(-c2c(-c3ccccc3)sc3ccccc23)cc1	?	.
C=CCn1c(C)c(C(C)=O)c(N2CCN(C(c3ccccc3)c3ccccc3)CC2)nc1=S	9%	19
CC(=O)Nc1cccc(NC(=O)c2ccccc2OCc2ccccc2)c1	0.1µM*	4.1*
O=C(COc1cccc(F)c1)Nc1nc(-c2ccncc2)cs1	?	.

Looked up above:
CCOCCCn1c(SCC(=O)Nc2ccc3[nH]c(=O)[nH]c3c2)nc2ccccc2c1=O – S3 lipid droplet: 24%
COC(=O)CSc1cc(C(=O)c2nccn2C)c2ccccc2n1 – S3 lipid droplet: 3%

Other compounds.
SMILES	S3 lipid droplet	S3 lipid droplet cell count max
CCOc1cc(-c2nc(-c3ccccc3OC)no2)cc(OCC)c1OCC	i	12
COc1ccc(S(=O)(=O)N2CCOCC2)cc1Br	?	.
CCOc1ccc(OCCCC(=O)Nc2cc(Cl)ccc2-n2cncn2)cc1	i	-6
CN(C)CCCN1c2ccccc2CCc2ccc(Cl)cc21	0%	-9
CC(C)=CCN1CCN(Cc2cn(C(C)C)c3ccccc23)CC1CCO (stereo unspecified)	-12%	13
Cc1cc[n+](CC(=O)c2cc3ccccc3oc2=O)cc1	?	.
O=C(Cc1c[nH]c2ccccc12)NCc1ccccc1F	19%	.
CCC(C)NC(=O)CSc1nc2c(sc(=S)n2-c2cc(Cl)ccc2OC)c(=O)[nH]1 (stereo unspecified)	?	.
COc1ccc(-c2c(NC(=O)C(C)C)n(C)c3ccccc3c2=O)cc1	?	.
Cc1ccccc1NC(=O)c1c([N+](=O)[O-])c(C(C)(C)C)nn1C	?	.
COC(=O)COc1ccc(S(=O)(=O)NCc2ccco2)cc1Cl	?	.
CCCn1ncc(/C=N/O)c1C	?	.
Cc1ccc2c(C)nc(NC3=NCN(CCc4ccccc4)CN3)nc2c1	?	.
COC(=O)c1ccc(-c2ncc[nH]2)cc1	0%	.
O=C(CN1CCCCCC1)N/N=C/c1ccc2ccccc2c1	?	.
Cc1nc(NCCc2ccccc2)c(C#N)c(C)c1[N+](=O)[O-]	3%	-13
C/C(=N\NC(=O)Nc1ccccc1)c1ccc2ccccc2c1	?	.
Cc1nnc(SCC(=O)NCCOc2ccc(Cl)cc2)n1-c1ccccc1	?	.
CC(=O)C1=C(O)C(=O)N(Cc2ccco2)C1c1ccccc1 (stereo unspecified)	?	.
CCOc1ccc(NC(=O)NC23CC4CC(CC(C4)C2)C3)cc1	?	.
CCNC(=O)c1ccccc1NC(=O)c1cccc(S(=O)(=O)N2CCOCC2)c1	?	.
Oc1ccc(-c2nnc(Nc3ccccc3)c3ccccc23)cc1	-4%	12
CC(OC(=O)c1nsc(Cl)c1Cl)C(=O)NC(C)(C)C (stereo unspecified)	14%	2
N#Cc1c(-c2cccnc2)c2c([nH]c1=O)-c1ccccc1OC2	-12%	-2
Cc1ccccc1NC(=S)NC(=O)Cc1ccc(Cl)cc1	?	.
Cc1ccc(C2=[N+]([O-])C3(CCCCC/C3=N\NC(N)=S)N(O)C2(C)C)o1 (stereo unspecified)	?	.
Cc1cc(C)c2c(N)c(C(=O)c3cccc(Cl)c3)sc2n1	4%	-12
CCC(NC(=O)c1cc(COc2ccc(OC)cc2Cl)on1)c1ccncc1 (stereo unspecified)	?	.
Cc1ccc(SCCN2CCC(C)CCC2=O)cc1 (stereo unspecified)	-29%	12
Cc1cccc(C)c1NC(=O)C(=O)NCC1CCCN1S(=O)(=O)c1ccccc1 (stereo unspecified)	1%	-11
CN(C(=O)COC(=O)CN1C(=O)c2ccccc2C1=O)c1c(N)n(Cc2ccccc2)c(=O)[nH]c1=O	-2%	-2
Cc1cc(N2CCCC2)nc(SCC(=O)c2ccccc2)n1	4%	16
NC(=O)C(=O)N/N=C/c1c[nH]c2ccc(Br)cc12	?	.
Cc1onc(-c2ccccc2)c1C(=O)Nc1ccc2c(c1)OCO2	?	.
N/C(=N\c1nc(CSc2ccccn2)cc(=O)[nH]1)Nc1ccc(Cl)cc1Cl	6%	3

7 entries from above, sorted by formula weight, falling.
SMILES	S3 lipid droplet	S3 lipid droplet cell count max
N/C(=N\c1nc(CSc2ccccn2)cc(=O)[nH]1)Nc1ccc(Cl)cc1Cl	6%	3
CCNC(=O)c1ccccc1NC(=O)c1cccc(S(=O)(=O)N2CCOCC2)c1	?	.
Cc1cccc(C)c1NC(=O)C(=O)NCC1CCCN1S(=O)(=O)c1ccccc1 (stereo unspecified)	1%	-11
CCC(NC(=O)c1cc(COc2ccc(OC)cc2Cl)on1)c1ccncc1 (stereo unspecified)	?	.
CC(OC(=O)c1nsc(Cl)c1Cl)C(=O)NC(C)(C)C (stereo unspecified)	14%	2
Cc1ccccc1NC(=S)NC(=O)Cc1ccc(Cl)cc1	?	.
Cc1cc(C)c2c(N)c(C(=O)c3cccc(Cl)c3)sc2n1	4%	-12

High-throughput results (PubChem)

The list is partial (hit frequency here may not be typical).
